Source: PubChem (Johns Hopkins Ion Channel Center)
KCNQ2 inh – KCNQ2 potassium channel inhibitors, primary screen, cell-based, CHO-K1, FluxOR thallium flux, B-score (AID 2156). actives 1.1% (n = 310,000). B-score at 10 µM. Potassium voltage-gated channel subfamily KQT member 2 (Rattus norvegicus), O88943. 20 min; hits give low values;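 active = fluorescence ratio B-score at most minus 3 library SDs, with starting brightness B-score within 2 library SDs, cut at about -5.5 in these data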
Target sequence (O88943 whole entry, looked up): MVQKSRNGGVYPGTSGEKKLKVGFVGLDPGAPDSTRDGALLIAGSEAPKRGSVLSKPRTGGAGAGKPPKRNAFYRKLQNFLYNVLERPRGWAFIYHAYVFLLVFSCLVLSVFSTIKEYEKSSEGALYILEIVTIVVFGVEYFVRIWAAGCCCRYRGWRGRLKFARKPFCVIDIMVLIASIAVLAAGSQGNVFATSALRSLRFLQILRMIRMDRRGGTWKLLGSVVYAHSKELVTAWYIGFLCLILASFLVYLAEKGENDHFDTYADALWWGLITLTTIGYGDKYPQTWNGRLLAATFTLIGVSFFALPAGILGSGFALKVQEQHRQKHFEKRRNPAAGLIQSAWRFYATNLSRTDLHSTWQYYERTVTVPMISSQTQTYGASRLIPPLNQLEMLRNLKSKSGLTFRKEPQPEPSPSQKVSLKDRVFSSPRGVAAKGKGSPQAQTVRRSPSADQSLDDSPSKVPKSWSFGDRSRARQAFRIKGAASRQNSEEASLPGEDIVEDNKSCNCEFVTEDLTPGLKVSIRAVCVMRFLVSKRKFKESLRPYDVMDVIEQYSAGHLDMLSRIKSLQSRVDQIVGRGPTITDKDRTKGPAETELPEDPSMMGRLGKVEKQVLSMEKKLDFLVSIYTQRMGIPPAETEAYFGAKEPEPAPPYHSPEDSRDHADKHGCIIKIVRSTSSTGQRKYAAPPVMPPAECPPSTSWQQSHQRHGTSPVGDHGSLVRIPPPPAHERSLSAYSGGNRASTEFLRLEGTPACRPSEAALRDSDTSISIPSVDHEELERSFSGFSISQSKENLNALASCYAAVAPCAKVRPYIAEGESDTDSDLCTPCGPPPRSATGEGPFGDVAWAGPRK
Kir21 inh – inhibitors of mouse Kir2.1 inward-rectifier potassium channel; AID 1672, 2009; B-score at 10 µM; HEK293-Kir2.1, FluxOR thallium flux fluorescence; hits give low values; actives 0.85% (n = 310,000);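 active = fluorescence ratio B-score at or below minus 3 SD of library scores, with starting-brightness B-score within 2 SD, cut at about -4.2 in these data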;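 also: channel flux triggered by added potassium and thallium sulfate stimulus; B-score of peak minus minimum fluorescence over baseline after thallium stimulus; more negative B-score means stronger Kir2.1 block with less thallium influx; some compounds called inactive have numbers as strong as hits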
An asterisk follows results filed as active; i = inactive.

The first 3 compounds as a preview:
SMILES	KCNQ2 inh	Kir21 inh
Cc1cccnc1NC(=O)c1ccc(Cl)c(S(=O)(=O)N2CCCC2)c1	i	0.05
CC(=O)NCCc1ccc(S(=O)(=O)Nc2cccnc2)cc1	i	0.53
CCn1c(SCc2nc3ccccc3s2)nc2cc(S(=O)(=O)N3CCOCC3)ccc21	i	0.89

Main list, previewed entries included:
SMILES	KCNQ2 inh	Kir21 inh
Cc1cccnc1NC(=O)c1ccc(Cl)c(S(=O)(=O)N2CCCC2)c1	i	0.05
CC(=O)NCCc1ccc(S(=O)(=O)Nc2cccnc2)cc1	i	0.53
CCn1c(SCc2nc3ccccc3s2)nc2cc(S(=O)(=O)N3CCOCC3)ccc21	i	0.89
COc1ccc(C(=O)OCC(=O)c2ccc(Cl)s2)c(OC)c1OC	i	1.5
O=C(COc1ccc(S(=O)(=O)N2CCOCC2)cc1Cl)NC1CCCCC1	i	0
CCCN(CC1CCCO1)C(=O)c1cc(COc2ccc(F)cc2F)on1 (stereo unspecified)	i	-1.5
O=C(c1cn(-c2ccccc2)nc1-c1cccs1)N1CCOCC1	i	0.4
O=C(O)C1CC(=O)N(CCc2ccccc2)C1 (stereo unspecified)	i	1.5
O=C(COC(=O)c1cccc(C(=O)OCC(=O)NC2CC2)n1)NC1CC1	i	-0.9
COc1ccc(CC(=O)OCC(=O)Nc2cc(S(=O)(=O)N3CCOCC3)ccc2N2CCCC2)cc1	i	2
CCNC(=S)N(CCc1c(C)[nH]c2ccc(C)cc12)Cc1cc(OC)c(OC)c(OC)c1	i	0.12
Cc1ccc(NC(=O)CN(C)Cc2ccc(F)cc2)c([N+](=O)[O-])c1	i	-0.89
Cn1nc(C(C)(C)C)cc1C(=O)Nc1nc2c(s1)C(=O)CC(C)(C)C2	i	-0.45
CCn1c(COc2ccccc2C)nnc1SCC(=O)OC	i	-2.4
COc1ccc(NC(=O)CN2CCN(S(=O)(=O)N3CCCCCC3)CC2)cc1	i	1.4
CCOC(=O)N1CCC(NC(=O)C2CCCN(c3nc4ccccc4o3)C2)CC1 (stereo unspecified)	i	-1.4
O=S(=O)(c1ccc(N2CCN(c3ccc(F)cc3)CC2)cc1)N1CCCC1	i	1.5
CCCNC(=O)NS(=O)(=O)c1ccc(Cl)cc1	i	0.31
C/C(CCN1CCc2nc(-c3ccccc3)c(-c3ccccc3)cc2C1)=N\O[C@@H](C)c1cc(-c2c(C)cc(C)cc2C)no1	i	0.14
O=C(O)CCc1cc(I)c(Oc2ccc(O)c(I)c2)c(I)c1	i	-0.74
Cc1ccc(/C=N/NC(=O)c2cc(-c3cccnc3)nc3ccccc23)cc1	i	2.1
CCOc1ccc(NC(=O)Cn2c(=O)oc3cc(Cl)ccc32)cc1	i	1.1
O=c1c(Cc2ccc(Cl)cc2Cl)c(O)ccn1Cc1ccc(Cl)cc1	i	0.95
Cc1c2ccccc2nc2c(F)c(NC(C)C)c(F)c(F)c12	i	-3.4
O=[N+]([O-])c1ccccc1S(=O)(=O)NCc1cccnc1	i	-0.12
Cc1cccc(Cn2cccc2/C=C2/C(=N)N3C=CSC3=NC2=O)c1	i	-0.01
COc1cc(C(=O)Nc2nc(C)c(Cc3ccc4c(c3)OCO4)s2)cc(OC)c1OC	i	0.65
COc1cc(/C=N/Nc2ccc(C(F)(F)F)cn2)ccc1O	i	-0.29
CCCN1C(=O)c2[nH]nc(-c3cc(Cl)c(C)cc3O)c2C1c1ccc(O)c(OC)c1 (stereo unspecified)	i	1.6
CSCCC(N=CC1=C(O)CC(C)(C)CC1=O)C(=O)O (stereo unspecified)	i	1.4
COC(=O)c1c(NC(=O)CSc2n[nH]c(N)n2)sc(C)c1C	i	1.4
CCc1nnc(SCC(=O)NC2CC2)n1CC	i	-0.34
CCCCC(=O)Nc1ccc(C(=O)Nc2ccc3c(c2)OCO3)cc1	i	0.61
Cc1cc(C(=O)OCC(=O)N2CCOCC2)ccc1[N+](=O)[O-]	i	-0.5
COc1ccc(Cc2nc3ccc(C(=O)NC(C)c4cnn(C)c4)cc3o2)cc1 (stereo unspecified)	i	-1.3
O=C(COc1ccc(F)cc1)N1CCc2ccccc2C1	i	-0.64
COc1ccc(NC(=O)c2ccccc2S(=O)c2ccccc2C#N)cc1 (stereo unspecified)	i	1.1
CCOC(=O)O[C@]1(C(=O)OCCl)CC[C@H]2[C@@H]3CCC4=CC(=O)C=C[C@]4(C)[C@H]3[C@@H](O)C[C@@]21C	i	-0.13
O=C(Nc1ccccc1C(=O)N/N=C/c1ccco1)c1ccc(F)cc1	i	0.4
CCCN(CCC)CCCNC(=O)c1nn(-c2cccc(OC)c2)c(=O)c2ccccc12	i	-0.9
CCOc1ccc2[nH]c(=O)c(CN(CCCO)C(C)=O)cc2c1	i	0.89
Cn1c(=O)c2c(-c3ccccc3)n(CCCN3CCOCC3)cc2n(C)c1=O	i	-1.3
Cc1cc(C(=O)NNC(=O)c2c(-c3c(Cl)cccc3Cl)noc2C)no1	i	0.26
CCOC(=O)C1CCN(C(=O)c2sccc2Cl)CC1	i	-0.52
Cc1ccc(NS(=O)(=O)c2ccc(C(=O)NCc3ccccn3)cc2)cc1	i	0.4
COc1ccc(C(CNC(=O)Cc2ccc3ccccc3c2)N(C)C)cc1 (stereo unspecified)	i	-1.3
COc1ccccc1-c1cn[nH]c1-c1ccc(OCc2ccc([N+](=O)[O-])cc2)cc1O	i	-0.24
CCOC(=O)C1CCN(S(=O)(=O)CCNC(=O)c2ccc3c(c2)OCO3)CC1	i	-1.4
CCOC(=O)/C=c1\s/c(=C\c2ccc3cc(OC)ccc3c2)c(=O)n1CC(=O)NCC1CCCO1 (stereo unspecified)	i	-0.6
Cn1c2ccccc2c2c(C(=O)N3CCN(c4ccccc4)CC3)cn(C3CCCC3)c(=O)c21	i	-0.01
Next records:
SMILES	KCNQ2 inh	Kir21 inh
CC1C/C(=C\c2ccccc2[N+](=O)[O-])c2nc3ccccc3c(C(=O)O)c2C1 (stereo unspecified)	-5.8*	0.19
Cc1cccc(NC(=O)Nc2c(C)[nH]c(=O)[nH]c2=O)c1C	i	2
Cc1c(CN(C)CCc2ccccc2)c(=O)n(-c2ccccc2)n1C	i	3.2
Cn1nc(C(=O)Nc2ccccc2Cl)cc1C(=O)Nc1ccccc1Cl	i	1.6
CN(CCOc1ccccc1)C(=O)C1CCC(=O)N(CCCN2CCOCC2)C1 (stereo unspecified)	i	1.8
COc1cccc(-c2nc(CS(=O)(=O)CC(=O)N3CCN(c4ccccn4)CC3)c(C)o2)c1	i	-0.91
CCCCN(C)C(=O)c1nc2ccccn2c1CN1CCN(c2ccccn2)CC1	i	0.73
CNC(=S)N1N=C(c2cccs2)CC1c1ccc(F)cc1 (stereo unspecified)	i	0.22
O=C(N/N=C/c1c[nH]c2ccccc12)c1cc(-c2ccc3ccccc3c2)n[nH]1	i	0.71
CC[C@H]1OC(=O)[C@H](C)[C@@H](O[C@H]2C[C@@](C)(OC)[C@@H](O)[C@H](C)O2)[C@H](C)[C@@H](O[C@@H]2O[C@H](C)C[C@H](N(C)C)[C@H]2O)[C@](C)(O)C[C@@H](C)C(=NOCOCCOC)[C@H](C)[C@@H](O)[C@]1(C)O	i	0.6
O=C(c1ccccc1)N1CCCC(c2ccc(Cl)cc2)=N1	i	-0.03
Cc1[nH][nH]c(=O)c1C(c1ccc(Br)cc1)c1c(C)[nH][nH]c1=O	i	-0.64
O=[N+]([O-])c1ccc(N/N=C/c2cccc(O)c2)cc1	i	0.13
CCC(=O)c1ccc(OCC(=O)OCC(=O)NC2CCCCCCC2)cc1	i	0.12
CCc1nnc(NS(=O)(=O)c2ccc(NC(=O)COc3ccc4ccccc4c3)cc2)s1	i	-0.93
Cc1ccc(CNC(=O)c2nnc(CS(=O)(=O)c3ccccc3)o2)cc1	i	0.79
Cc1ccccc1-n1nnnc1SC1CCOC1=O (stereo unspecified)	i	0.88
COc1ccc(S(=O)(=O)c2ccc(OCC3CO3)cc2)cc1 (stereo unspecified)	i	0.75
O=C(C1CCN(c2nc(-c3ccccc3)nc3c2CCC3)CC1)N1CCC(O)CC1	i	1.5
COc1ccc(NC(=O)C2CCN(S(=O)(=O)c3ccc(OC)c(OC)c3)CC2)c(OC)c1	i	-1.7
Cc1ccc(S(=O)(=O)NC2CCCc3ccccc32)cc1C (stereo unspecified)	i	-0.43
CCOC(=O)/C(C(N)=NCC(C)C)=C(/O)c1ccccc1	i	-1.3
COc1ccc(OC)c(S(=O)(=O)n2ccnc2C)c1	i	-1.7
Cc1nnc(NC(=O)CSCc2c(C)noc2C)s1	i	1.1
C(=C\c1ccccc1)/CSc1nnc(-c2ccncc2)n1Cc1ccco1	i	-5.1*
CNc1ccc(/C=C(\C#N)c2ccccn2)cc1[N+](=O)[O-]	i	-0.35
CC(C)(C)c1ccc(C2C(C(=O)c3ccco3)=C(O)C(=O)N2CC2CCCO2)cc1 (stereo unspecified)	i	0.38
COc1c(Br)cc([N+](=O)[O-])c(OC)c1C(=O)NC(=O)Nc1nc(C)cc(C)n1	i	0.47
COC(=O)c1cc(OC)nc2ccc(Br)cc12	i	-0.72
S=C(Nc1ccc(Cl)cc1Cl)Nn1cnnc1	i	0.01
Cc1cccc2sc(NC(=O)c3ccc(Cl)s3)nc12	i	0.29
O=C(Nc1cccc(Cl)c1Cl)c1ccccc1OCC(=O)N1CCOCC1	i	-0.42
COc1ccc(NC(=S)N(CCO)Cc2cc3c(C)cc(C)cc3[nH]c2=O)cc1	i	-0.43
Cc1ccc2c(c1)N(C(=O)c1ccco1)C(C)(C)c1ssc(=S)c1-2	i	0.58
NCC12CC3CC(CC(O)(C3)C1)C2	i	1.4
CCCCC(=O)N1C/C=C\[C@H](c2ccc(OC)cc2)N(Cc2ccc(F)cc2)C(=O)[C@@H]1C	i	-0.33
O=C(Oc1cccc([N+](=O)[O-])c1)N1CCCCC1	i	-0.17
O=C(OCC(=O)N1CCOCC1)c1ccc(N2CCOCC2)c([N+](=O)[O-])c1	i	2.2
CN=Cc1c(NC)nc2c(C)cccn2c1=O	i	0.09
CN1C(=O)[C@@H]2[C@@H]3C[C@@H]([C@H]4ON=C(c5ccc(Cl)cc5Cl)[C@@H]34)[C@@H]2C1=O	i	0.52
O=C(CSc1nnc(-c2ccc(Cl)s2)o1)N1CCc2ccccc21	i	0.64
COc1ccc(-c2nc(-c3ccc(Br)cc3)no2)c(OC)c1	i	-0.58
Cc1cc(C)c(C#N)c(SCc2ccc3c(c2)OCO3)n1	i	-0.94
O=C1c2ccccc2NC(c2cccc(Cl)c2)N1N=C1CCCCCC1 (stereo unspecified)	i	0.14
Nc1c(Cl)ncnc1NCCO	i	-0.29
CCOC(=O)C(NCc1ccc(OC)cc1)(NC(C)=O)C(F)(F)F (stereo unspecified)	i	-0.22
Cc1cc(Cl)ccc1NC(=O)/C=N/O	i	-1.1
COc1cc(NS(=O)(=O)c2ccc(NC(=O)/C(=C\c3ccccc3OC)NC(=O)c3ccccc3)cc2)nc(OC)n1	i	1.3
Cc1c(/C=N/O)c2ccccn2c1C(=O)c1ccc(F)cc1	i	0.04
O=C(C1=C[C@@H](C2CC2)C[C@@H](OCCCCO)O1)N1CCOCC1	i	-0.52

Some of the entries so far, with two lines to a compound:
Results follow in this order: KCNQ2 inh, Kir21 inh
- Nc1c(Cl)ncnc1NCCO
→ i, -0.29
- Cc1cc(C)c(C#N)c(SCc2ccc3c(c2)OCO3)n1
→ i, -0.94
- COc1ccc(-c2nc(-c3ccc(Br)cc3)no2)c(OC)c1
→ i, -0.58

(more compounds)
SMILES	KCNQ2 inh	Kir21 inh
O=C(CCC1COc2ccccc2O1)NC1CCCCC1 (stereo unspecified)	i	0.46
O=C(CCc1nnc(C2(c3ccc(Cl)cc3)CCC2)o1)NCCCn1cccn1	i	-0.14
COCCCNC(=O)C1CCCCN1S(=O)(=O)c1ccc(F)cc1 (stereo unspecified)	i	0.32
CCN(CC)S(=O)(=O)c1cccc(C(=O)Nc2ccc(C#N)cc2)c1	i	0.71
O=[N+]([O-])c1ccc(Nc2ccccc2O)c2nonc12	i	0.48
O=C(CNS(=O)(=O)Cc1ccccc1)NCc1ccccc1	i	1
CC(OC(=O)c1oc2ccccc2c1CSC1CCCCC1)C(=O)NC(N)=O (stereo unspecified)	i	0.43
COCc1cc(=O)n2[nH]c(SC)nc2n1	i	-1.1
N#Cc1cnn(-c2cccc(Cl)c2)c1-n1cccc1	i	0.57
CCc1ccc2c(COn3nnc4ccc(S(=O)(=O)N(C)C)cc43)cc(=O)oc2c1	i	-0.54

Two entries from above, reformatted.
> O=C(Oc1cccc([N+](=O)[O-])c1)N1CCCCC1
  KCNQ2 inh: i
  Kir21 inh: -0.17
> O=C(OCC(=O)N1CCOCC1)c1ccc(N2CCOCC2)c([N+](=O)[O-])c1
  KCNQ2 inh: i
  Kir21 inh: 2.2

Among those listed so far, four have bromine:
SMILES	KCNQ2 inh	Kir21 inh
Cc1[nH][nH]c(=O)c1C(c1ccc(Br)cc1)c1c(C)[nH][nH]c1=O	i	-0.64
COc1c(Br)cc([N+](=O)[O-])c(OC)c1C(=O)NC(=O)Nc1nc(C)cc(C)n1	i	0.47
COC(=O)c1cc(OC)nc2ccc(Br)cc12	i	-0.72
COc1ccc(-c2nc(-c3ccc(Br)cc3)no2)c(OC)c1	i	-0.58

(further entries)
SMILES	KCNQ2 inh	Kir21 inh
COc1cc(OC)cc(C(=O)Nc2c(F)cccc2F)c1	i	-1.7
C/C(N)=C(/C#N)C(=O)COC(=O)c1oc2ccccc2c1COC(C)C	i	0.12
CCCNC(=O)c1c(O)c2c([nH]c1=O)CCCC2	i	1.3
Cc1c(OCC(=O)NCCCN2CCOCC2)ccc2c1oc(=O)c1ccccc12	i	-0.39
O=c1nc(Nc2ccccc2)sc2ccc([N+](=O)[O-])cc12	i	-1.2
O=C(O)/C(=C\c1ccco1)NC(=O)c1ccco1	i	1
Cc1ccccc1-c1cccc(CN2CCN(C)C(CCO)C2)c1 (stereo unspecified)	i	1.1
